# eLon inh – inhibitors of E. coli Lon protease, primary screen, biochemical, fluorescence polarization; P0A9M0; purified E. coli Lon protease; 0.42% of 360,000 active; inhibition, % at 7.94 µM; AID 602123, 2011; in the data active = inhibition above about 13%, passing the limit was not always enough;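 also: 0% = enzyme with probe and DMSO and 100% = no enzyme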
# FAS TE block – FAS thioesterase domain inhibitors, primary screen, biochemical, fluorescence intensity, uHTS. Fatty acid synthase (Homo sapiens), P49327. recombinant FAS-TE, OMFH fluorogenic substrate, fluorescence endpoint. inhibition, % at 15 µM. 0.67% of 360,000 active;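 active = compounds whose normalised, plate-corrected inhibition of enzyme fluorescence in the single-dose primary screen is 50% or more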;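 also: 0% = DMSO with enzyme and 100% = substrate without enzyme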
# MT1-MMP act inh – blockers of MT1-MMP proenzyme processing, primary screen, HT1080 RFP-PRO-GFP cells, GFP/RFP fluorescence. GFP/RFP ratio change, % at 20 µM. 0.061% of 360,000 active. Matrix metalloproteinase-14 (Homo sapiens), P50281. GFP/RFP ratio fluorescence, overnight; percent of plate control window, DMSO zero;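 active = GFP/RFP ratio change of at least 30% with cell ATP level not reduced by more than half and red fluorescence within 50% of control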; also: strong numbers were not always called active
#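 system = RFP-PRO-GFP reporter HT1080 cells | dosing = 20 µM single dose, 1% DMSO | timing = overnight cell settling, then overnight compound exposure, 37 °C, 5% CO2 | read-out basis = GFP/RFP fluorescence ratio | controls = DMSO and RFP-L50D-GFP cell wells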
# Rpn11 block – Rpn11 (PSMD14) deubiquitinase inhibitors, primary screen, biochemical, fluorescence polarization, uHTS; 26S proteasome non-ATPase regulatory subunit 14 (Homo sapiens), O00487; human 26S proteasome, Ub4-pepOG fluorescence polarization; 20S core pre-blocked with epoxomicin; calls only at 20 µM; 0.59% of 360,000 active;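 active = inhibition at 20 µM, scaled to each plate's controls, above about 33%, limit read from the data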
# Rin1-Abl PPI inh – inhibitors of Rin1-Abl protein binding, primary screen, biochemical, TR-FRET | Tyrosine-protein kinase ABL1 (Homo sapiens) + Ras and Rab interactor 1 (Homo sapiens), … | inhibition, % at 7.35 µM | 0.4% of 360,000 active | AID 588664, 2011; in the data active = inhibition above about 5%, passing the limit was not always enough
# Target sequence (P00519 whole entry, looked up): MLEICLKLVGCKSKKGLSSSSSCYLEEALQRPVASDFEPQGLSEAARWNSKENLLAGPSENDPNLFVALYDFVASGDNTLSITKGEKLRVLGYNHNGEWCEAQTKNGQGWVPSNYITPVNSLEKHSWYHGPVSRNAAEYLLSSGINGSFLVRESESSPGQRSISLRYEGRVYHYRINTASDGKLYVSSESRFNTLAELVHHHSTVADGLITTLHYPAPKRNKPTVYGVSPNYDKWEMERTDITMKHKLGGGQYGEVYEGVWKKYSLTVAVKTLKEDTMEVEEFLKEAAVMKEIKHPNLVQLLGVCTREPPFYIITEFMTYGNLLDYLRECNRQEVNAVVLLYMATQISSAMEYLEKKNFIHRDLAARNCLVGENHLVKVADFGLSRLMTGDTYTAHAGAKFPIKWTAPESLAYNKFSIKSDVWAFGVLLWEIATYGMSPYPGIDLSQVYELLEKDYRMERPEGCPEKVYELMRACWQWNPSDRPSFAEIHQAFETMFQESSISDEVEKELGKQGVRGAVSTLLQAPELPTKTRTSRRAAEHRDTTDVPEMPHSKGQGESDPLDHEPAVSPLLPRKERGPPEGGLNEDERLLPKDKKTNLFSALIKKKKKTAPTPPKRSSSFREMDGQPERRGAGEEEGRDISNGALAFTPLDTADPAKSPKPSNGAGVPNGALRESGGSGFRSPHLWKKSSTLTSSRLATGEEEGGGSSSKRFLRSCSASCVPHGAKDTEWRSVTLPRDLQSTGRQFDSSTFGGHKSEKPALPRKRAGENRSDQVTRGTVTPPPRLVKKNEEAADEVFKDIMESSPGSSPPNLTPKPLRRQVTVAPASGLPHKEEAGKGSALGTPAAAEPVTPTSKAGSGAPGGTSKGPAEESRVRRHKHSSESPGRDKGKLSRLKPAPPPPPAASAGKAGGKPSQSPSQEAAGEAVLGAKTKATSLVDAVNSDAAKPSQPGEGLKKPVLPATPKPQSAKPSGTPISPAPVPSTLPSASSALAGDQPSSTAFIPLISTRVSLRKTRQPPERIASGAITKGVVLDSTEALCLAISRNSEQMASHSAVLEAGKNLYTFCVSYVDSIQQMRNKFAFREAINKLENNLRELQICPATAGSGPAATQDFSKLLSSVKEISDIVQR
# Target sequence (Q13671 whole entry, looked up): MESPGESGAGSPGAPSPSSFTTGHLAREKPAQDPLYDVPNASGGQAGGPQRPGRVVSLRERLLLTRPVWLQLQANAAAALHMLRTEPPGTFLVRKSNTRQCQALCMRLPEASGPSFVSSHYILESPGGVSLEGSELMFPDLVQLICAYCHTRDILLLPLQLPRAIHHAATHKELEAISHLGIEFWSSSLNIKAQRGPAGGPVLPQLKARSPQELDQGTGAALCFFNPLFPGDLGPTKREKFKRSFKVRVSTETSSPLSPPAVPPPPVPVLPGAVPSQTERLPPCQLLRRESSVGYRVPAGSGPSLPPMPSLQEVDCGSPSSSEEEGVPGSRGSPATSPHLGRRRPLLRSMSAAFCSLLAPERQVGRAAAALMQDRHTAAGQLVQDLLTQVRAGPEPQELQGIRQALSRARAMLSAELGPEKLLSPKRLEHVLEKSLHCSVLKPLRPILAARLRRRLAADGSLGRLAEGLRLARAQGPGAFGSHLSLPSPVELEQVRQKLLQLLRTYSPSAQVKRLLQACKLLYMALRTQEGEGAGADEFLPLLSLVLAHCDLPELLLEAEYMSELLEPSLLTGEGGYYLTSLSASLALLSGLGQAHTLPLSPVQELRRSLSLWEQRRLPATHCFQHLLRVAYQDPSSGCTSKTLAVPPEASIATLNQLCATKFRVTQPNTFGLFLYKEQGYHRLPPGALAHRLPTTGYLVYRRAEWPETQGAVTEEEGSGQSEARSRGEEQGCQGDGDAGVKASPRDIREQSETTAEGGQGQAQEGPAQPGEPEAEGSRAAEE
# MsrA act – bovine MsrA enzyme activators, primary screen, biochemical, absorbance, HTS; purified bovine MsrA, absorbance read-out; 0.3% of 360,000 active; Methionine sulfoxide reductase A (Bos taurus); activation, % at 10.6 µM; in the data active = activation above about 7.5%;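 also: 0% = vehicle and 100% = reference activator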
# CSN deneddyl inh – inhibitors of CSN-mediated cullin deneddylation, primary screen, biochemical, fluorescence polarization, uHTS | 0.38% of 360,000 active | AID 651999, 2013 | inhibition, % at 12.5 µM | Purified CSN, SCF-Nedd8-OG deneddylation;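 active = pattern-corrected inhibition above about 35%, with an unprinted fluorescence ratio check between 0.5 and 1.5, limit read from the data, passing the limit was not always enough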;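 also: 0% = enzyme with substrate and 100% = substrate without enzyme; some results filed as inactive read as strong as hits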
#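 Test system: Human Csn5 produced in HEK293T cells | Compound: 12.5 µM single point | Times: 90 min, room temperature | Signal: Fluorescence polarization readout | Read-out basis: % inhibition of substrate cleavage by Csn5 | Controls: no-enzyme wells high, enzyme-with-substrate wells low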
# MsrA inhibitor – bovine MsrA enzyme inhibitors, primary screen, biochemical, absorbance, HTS. 0.75% of 360,000 active. purified bovine MsrA, absorbance read-out. Methionine sulfoxide reductase A (Bos taurus). inhibition, % at 15.5 µM; in the data active = inhibition above about 4.5%;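 also: 0% = vehicle wells with enzyme and 100% = reference inhibitor wells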
# MLLE-PAM2 inh – inhibitors of PABP1 MLLE–PAM2 peptide binding, primary screen, biochemical, fluorescence polarization, FITC-PAM2, GST-MLLE. Polyadenylate-binding protein 1 (Homo sapiens), P11940. inhibition, % at 20 µM. 0.36% of 360,000 active; in the data active = inhibition above about 35%, passing the limit was not always enough;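 also: plate controls were DMSO wells with GST-MLLE for no effect and wells lacking GST-MLLE protein for full effect; some results filed as inactive read as strong as hits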
# Starred values were filed as active, the others as inactive; i = inactive; / = not tested or not shown. Rows were taken by chance, and some 3.7% of all compounds hit somewhere here.
SMILES,eLon inh,FAS TE block,MT1-MMP act inh,Rpn11 block,Rin1-Abl PPI inh,MsrA act,CSN deneddyl inh,MsrA inhibitor,MLLE-PAM2 inh
O=C(OCc1ccccc1)N1CCC2CC1c1cc(N3CCCCC3)ccc12 (stereo not given),-4,17,1,i,2,-11,6,-0.1,-15
CCOc1ccccc1C(=O)NC(C(=O)Nc1ccccc1N1CCOCC1)C(C)C (stereo not given),-2,1,3,i,-2,-9,-7,0.7,-8
Cc1ccc(F)cc1C(=O)N1CCCC(c2cc(C(=O)NCc3ccccc3)no2)C1 (stereo not given),-3,-2,5,i,-4,-1,3,-1.2,-6
CC(C)(C)[C@H]1C=C(C(=O)NCc2nc3ccccc3[nH]2)O[C@@H](OCCCCO)C1,2,-5,0,i,0,-4,-2,-0.3,3
O=C(c1ccc(F)cc1)N1CCC(C(=O)N2CCN(Cc3ccc4c(c3)OCO4)CC2)CC1,-2,-5,/,i,3,-11,3,-1.2,10
O=C(Nc1ccc2c(c1)Cc1ccccc1-2)c1cccnc1,7,2,0,i,-3,-4,-1,-0.3,-6
O=C(NC1CC1)c1ccc(CSCc2ccccc2Cl)o1,-13,-2,1,i,-3,-2,-7,-0.1,15
O=C(Cc1ccccc1)Nc1nnc(-c2cccs2)s1,-2,-8,12,i,9.4*,-11,8,1.9,4
COC(=O)c1cc(NC(=O)c2cc(C(C)(C)C)nn2Cc2ccc(F)cc2)ccc1N1CCOCC1,3,36,-9,i,0,2,0,0.6,-1
COc1ccccc1N1CCN(C(=O)c2cc3c(=O)n4ccccc4nc3s2)CC1,0,8,1,i,0,-3,2,0.4,-4
CCCc1cc(C(=O)N2CCN(c3ccc(C(F)(F)F)cn3)CC2)sc1C,-1,28,-4,i,0,-1,-2,1.5,1
CN(C)c1ccc(C#Cc2ccc3cc(CCCO)oc(=O)c3c2)cc1,-7,-3,4,i,1,-3,3,-0.2,9
C/C(CC(=O)Nc1ccc(N(C)C)cc1)=N\NC(=O)c1ccc([N+](=O)[O-])cc1Cl,-3,10,1,i,-4,-3,4,0.7,12
Cc1c(Cl)c([N+](=O)[O-])nn1CC(=O)Nc1c(C)n(C)n(-c2ccccc2)c1=O,-4,19,2,i,0,-5,2,0.9,11
COC(=O)C1(C)NC(c2ccco2)C2C(=O)N(c3ccc(C)cc3)C(=O)C21 (stereo not given),-7,-8,-1,i,4,1,4,-0.1,0
Cc1cc(S(=O)(=O)N2CCN(c3ncccn3)CC2)ccc1-n1cnnn1,-2,-2,-7,i,0,-3,-4,0.1,-6
CC(C(=O)NCc1ccccc1)N1CCN(c2ccc(F)cc2)CC1 (stereo not given),0,-3,-1,i,-3,1,2,0.5,6
O=C(O)CCN1C(=O)C2C3c4ccccc4C(c4ccccc43)[C@@H]2C1=O (stereo not given in full),3,-9,-2,i,-1,-5,2,1.9,2
CNc1nc(Nc2ccccc2)nc(OCC(F)(F)F)n1,-3,-2,1,i,4,-11,-2,-1.1,5
CCCCc1cc(=O)oc2cc(C)cc(OC(C)C(=O)O)c12 (stereo not given),-6,-5,-1,i,-5,-3,-2,1.8,0
Cc1c(/C=C(\C#N)C(=O)NCc2ccccc2)cc(C#N)n1C,10,7,-4,i,0,-9,24,2.1,1
Cc1nc2ccccc2nc(C)c1=NOCc1ccccc1Cl,1,8,1,i,1,-3,-19,3.6,-20
Cc1ccc(-c2nnnn2-c2ccc(C)cc2)cc1,1,3,-1,i,0,-1,-1,-1.2,6
Cc1ccccc1C(=O)N1CCC(C(=O)NC2CCCCC2)CC1,9,-3,-4,i,5,-2,-2,1.1,7
CCCCOC(=O)c1ccc(NC(=O)COC(=O)C2CSC3(C)CCC(=O)N23)cc1 (stereo not given),3,4,-2,i,1,-2,2,1.4,-9

# Among those listed so far, these contain a nitro group on carbon.
SMILES,eLon inh,FAS TE block,MT1-MMP act inh,Rpn11 block,Rin1-Abl PPI inh,MsrA act,CSN deneddyl inh,MsrA inhibitor,MLLE-PAM2 inh
C/C(CC(=O)Nc1ccc(N(C)C)cc1)=N\NC(=O)c1ccc([N+](=O)[O-])cc1Cl,-3,10,1,i,-4,-3,4,0.7,12
Cc1c(Cl)c([N+](=O)[O-])nn1CC(=O)Nc1c(C)n(C)n(-c2ccccc2)c1=O,-4,19,2,i,0,-5,2,0.9,11

# The listing picks up, repeating the 2 entries before the break.
SMILES,eLon inh,FAS TE block,MT1-MMP act inh,Rpn11 block,Rin1-Abl PPI inh,MsrA act,CSN deneddyl inh,MsrA inhibitor,MLLE-PAM2 inh
Cc1ccccc1C(=O)N1CCC(C(=O)NC2CCCCC2)CC1,9,-3,-4,i,5,-2,-2,1.1,7
CCCCOC(=O)c1ccc(NC(=O)COC(=O)C2CSC3(C)CCC(=O)N23)cc1 (stereo not given),3,4,-2,i,1,-2,2,1.4,-9
COc1cc(C=O)ccc1OCC(=O)Nc1ccc2c(c1)OCO2,-3,-1,2,i,1,-6,2,0.3,-9
Cc1c(Cl)cccc1NC(=O)CCCCCN1C(=O)CCC1=O,-10,-2,-7,i,1,0,0,-0.5,11
O=C(c1cccc(S(=O)(=O)Nc2ccccc2Cl)c1)N1CCN(C(=O)c2ccco2)CC1,-2,-3,-3,i,-2,-2,-2,-0.3,11
O=C(c1ccncc1)N1CCN(S(=O)(=O)c2cccc(Cl)c2)CC1,-2,-5,2,i,5,-1,-7,1.2,0
O=C(COC(=O)CNC(=O)c1ccccc1)Nc1ccc(S(=O)(=O)N2CCCC2)cc1,4,-2,4,i,3,-1,2,1.7,-1
N#CC12COC3(CCCCC3C1(C#N)C#N)OC2=N (stereo not given),46*,-1,-10,i,-2,-2,-8,0.5,49*
COc1cccc(Cl)c1NC(=O)N1CCN(c2ccnc3cc(Cl)ccc23)CC1,4,37,-3,i,-3,-2,-2,-1.0,-1
CC(=O)Nc1cccc(OCC(=O)Nc2ccccc2)c1,-4,-2,1,i,2,-6,-1,-0.3,12
CCS(=O)(=O)N1CCN(c2ccc(C(=O)NC3C4CC5CC(C4)CC3C5)cc2[N+](=O)[O-])CC1 (stereo not given),9,40,-2,i,0,-2,-9,1.6,-9
CC1CC(C)CN(CCCNC(=O)Cc2c(C(=O)O)[nH]c3ccccc23)C1 (stereo not given),0,-6,0,i,0,0,-2,-0.4,-15
COc1ccc(S(=O)(=O)N2CCN(CC(=O)Nc3ccccc3Cl)CC2)cc1,-10,20,-4,i,0,-1,3,-0.8,6
COC(c1ccccc1)c1nnc(CCC(=O)NCCc2ccc(Cl)cc2)o1 (stereo not given),-11,0,2,i,1,-1,-3,-0.4,4
Cc1ccc(S(=O)(=O)N2CCOCC2)cc1C(=O)N1CCN(c2ncccn2)CC1,-2,-7,/,i,1,-13,6,2.5,11
COc1cccc(/C=N/NC(=O)C(=O)N2CCCC2)c1O,7,-6,2,i,-3,-1,4,0.8,-8
COc1cc2ccccc2cc1C(=O)N/N=C/c1cccs1,-5,-3,10,i,-5,-8,3,4.2,0
CNc1nc(N)c([N+](=O)[O-])c(NCCO)n1,-7,-13,1,i,-5,-6,-3,5.0*,11
Cc1cccc(NC(=O)c2ccc3c(c2)OCCO3)c1,7,-3,-1,i,-1,-3,0,0.5,7
C[C@@H]1Cn2cnc(C(=O)NCC(=O)OC(C)(C)C)c2C(=O)N1,-4,-6,2,i,1,-3,3,0.1,-10
CCOC(=O)c1oc2ccccc2c1NC(=O)Cc1cccs1,6,-2,-4,i,-1,-4,2,0.1,22
Cc1c(C(=O)N(CCc2ccccc2)Cc2ccccc2)cccc1[N+](=O)[O-],-1,23,/,i,2,-11,-3,1.7,11
CCOc1ccc(-c2nn3c(-c4ccc(F)cc4)nnc3s2)cc1,3,1,1,i,3,-9,2,-0.8,-10
Cc1ccc(C(=O)Nc2cccc(C(O)c3ccccc3)c2)cc1 (stereo not given),5,3,-3,i,1,-1,3,-1.0,-2
COc1ccc(N(C(=O)CNC(=O)c2ccco2)C(C(=O)NC2CCCCC2)c2cccnc2)cc1 (stereo not given),5,-2,-2,i,3,-2,2,-0.5,-8
CC1/C(=N/O)C(CN(C)C)C2CC1C2(C)C (stereo not given),2,-7,5,i,-3,-4,1,0.4,-5
CCOC(=O)Cc1csc(NC(=O)Nc2cccc(Cl)c2)n1,0,4,-1,i,-4,-1,5,-0.6,-7

# An excerpt from further up, for reference:
SMILES,eLon inh,FAS TE block,MT1-MMP act inh,Rpn11 block,Rin1-Abl PPI inh,MsrA act,CSN deneddyl inh,MsrA inhibitor,MLLE-PAM2 inh
O=C(c1cccc(S(=O)(=O)Nc2ccccc2Cl)c1)N1CCN(C(=O)c2ccco2)CC1,-2,-3,-3,i,-2,-2,-2,-0.3,11
O=C(c1ccncc1)N1CCN(S(=O)(=O)c2cccc(Cl)c2)CC1,-2,-5,2,i,5,-1,-7,1.2,0
O=C(COC(=O)CNC(=O)c1ccccc1)Nc1ccc(S(=O)(=O)N2CCCC2)cc1,4,-2,4,i,3,-1,2,1.7,-1
N#CC12COC3(CCCCC3C1(C#N)C#N)OC2=N (stereo not given),46*,-1,-10,i,-2,-2,-8,0.5,49*
COc1cccc(Cl)c1NC(=O)N1CCN(c2ccnc3cc(Cl)ccc23)CC1,4,37,-3,i,-3,-2,-2,-1.0,-1
CC(=O)Nc1cccc(OCC(=O)Nc2ccccc2)c1,-4,-2,1,i,2,-6,-1,-0.3,12
CCS(=O)(=O)N1CCN(c2ccc(C(=O)NC3C4CC5CC(C4)CC3C5)cc2[N+](=O)[O-])CC1 (stereo not given),9,40,-2,i,0,-2,-9,1.6,-9

# The listing continues:
SMILES,eLon inh,FAS TE block,MT1-MMP act inh,Rpn11 block,Rin1-Abl PPI inh,MsrA act,CSN deneddyl inh,MsrA inhibitor,MLLE-PAM2 inh
COC(=O)c1ccc(CN2CCc3ccccc32)cc1,1,24,0,i,-2,-6,0,-0.1,16
O=S(=O)(c1ccc(NC2CCCc3ccccc32)nc1)N1CCOCC1 (stereo not given),-10,3,-4,i,-1,-14,1,-0.7,12
CC(=O)Oc1ccc(NC(=O)CCC2CCCCC2)c(C(=O)O)c1,-1,-8,-2,i,-1,-7,-3,0.9,0
COc1ccc(NC(=O)c2sc(SC)nc2N)cc1,-4,-2,-5,i,1,-2,-1,1.9,-8
CO/N=C(/C)CCS(=O)(=O)c1ccccc1,-6,1,-1,i,1,1,-15,-0.3,-20
C=CCn1c(-c2csc(-c3ccc(OC)c(OC)c3)n2)n[nH]c1=S,-4,-2,3,i,-6,-2,4,1.6,-65
CCN1C(=O)CSc2ccc(C(=O)NCc3ccco3)cc21,-1,-10,5,i,-2,-9,2,0.0,0
COc1ccc(-c2csc(NC(=O)CCCc3cccs3)n2)cc1,9,-5,1,i,1,-3,5,1.4,3
CCn1ncc2c1C(=O)NC1c3ccccc3C(=O)N21 (stereo not given),-5,-4,-9,i,1,2,1,0.9,9

# From PubChem
